# ABHD4 inh: ABHD4 (mouse) inhibition, primary FP screen. purified mABHD4, FP-Rh probe fluorescence polarization. AID 720543. 370,000 compounds, 0.54% hits. inhibition, % at 8.92 µM;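 active means inhibition exceeding the mean over every tested compound plus 3 SD, cut at about 30% in these data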;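 further: 0% = plate median of compound wells and 100% = S159A mutant with DMSO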
# Target sequence (Q8VD66 whole entry, looked up): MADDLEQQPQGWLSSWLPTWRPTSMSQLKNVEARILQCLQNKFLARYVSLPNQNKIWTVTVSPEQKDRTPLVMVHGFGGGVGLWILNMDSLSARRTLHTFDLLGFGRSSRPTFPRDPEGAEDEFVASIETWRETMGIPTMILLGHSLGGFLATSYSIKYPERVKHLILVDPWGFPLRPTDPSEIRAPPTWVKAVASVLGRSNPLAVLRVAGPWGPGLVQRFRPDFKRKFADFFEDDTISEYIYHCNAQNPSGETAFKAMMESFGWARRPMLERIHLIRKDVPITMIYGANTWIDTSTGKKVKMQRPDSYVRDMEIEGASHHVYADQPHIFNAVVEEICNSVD
#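 assay system = mABHD4 protein | compound dosing = single nominal dose of 8.92 µM, 0.89% DMSO final | read-out basis = percent inhibition of probe binding, normalized to plate controls | schedule = Enzyme–compound pre-incubation 45 min, then probe 60 min, both 25 °C | detection = fluorescence polarization, excitation 525 nm, emission 598 nm, BODIPY TMR filters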
# TDP2 inh: blocks human TDP2 phosphodiesterase activity; O95551; recombinant TDP2, T5PNP hydrolysis, p-nitrophenol absorbance 415 nm; inhibition, % at 12.8 µM; 370,000 compounds, 0.34% hits; AID 720702;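 active means inhibition above the mean of all tested compounds plus 3 SD, set per campaign, cut at about 25% in these data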;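 further: 0% = DMSO with enzyme and 100% = buffer with substrate but no TDP2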
#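 Assay system: Recombinant human TDP2 | Quantity: 120 nM TDP2 per well | Incubation: 2 h at 37 °C | Signal: Epi absorbance | Evaluation: Percent inhibition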
# rCAG binder: binds r(CAG) RNA repeats | r(CAG) RNA repeat, TO-PRO-1 dye displacement fluorescence | inhibition, % at 3 µM | 370,000 compounds, 1.3% hits;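 active means inhibition above the plate cutoff, the mean of all test compounds on that plate plus 3 SD, cut at about 35% in these data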;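 further: 0% = DMSO alone and 100% = 100 µM mitoxantrone as full dye displacement; higher means more dye released from RNA so lower well fluorescence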
# TCR-CD3 inh: human TCR-CD3 binding inhibition. TAMRA-labeled TCR probe fluorescence, biochemical. inhibition, % at 9.4 µM. 360,000 compounds, 0.37% hits; in the data active means inhibition above about 19%;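 further: recombinant mutant TCR 2C K166C tagged with TAMRA read by polarization; 0% = receptor in buffer alone and 100% = receptor with positive control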
# PRMT1 FP inh: PRMT1 (human) inhibition, primary screen. 370,000 compounds, 1.3% hits. inhibition, % at 2.79 µM. AID 652257. recombinant PRMT1, activity-based probe fluorescence polarization;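 active means inhibition above about 21% made by adding two undisclosed values, limit read from the data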
# PG9 binder: binds the HIV-1 gp120 antibody PG9; 360,000 compounds, 0.43% hits; inhibition, % at 6.7 µM; TR-FRET gp120-PG9 antibody binding; in the data active means inhibition above about 8.5%
# SIAE primary: blocks human sialic acid acetylesterase. inhibition, % at 9.66 µM. SIAE FP-Rh probe binding, fluorescence polarization. AID 1053197. 370,000 compounds, 0.69% hits. Q9HAT2;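 active means inhibition above a cutoff: mean of compounds within the control limits plus 3 SD of those, cut at about 17% in these data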;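 further: 0% = plate median of compound wells and 100% = probe without SIAE protein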
# HTRA1 inhibitor: inhibitors of human serine peptidase HTRA1; Q92743; recombinant HTRA1, FP-rhodamine activity-based probe, fluorescence polarization; inhibition, % at 5.96 µM; 340,000 compounds, 0.5% hits; AID 504803; in the data active means inhibition above about 36%;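 further: 0% = enzyme with DMSO and 100% = wells lacking enzyme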
# Rev-erbA mod: modulates human Rev-erb alpha binding to DNA | Rev-erbα–FITC-DNA binding, fluorescence polarization, 90 min | activity, % at 10 µM | AID 1259318 | P20393 | 370,000 compounds, 0.79% hits;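 active means activity above about 14%, limit read from the data; passing the limit was not always enough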;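 further: 0% = DMSO wells with 35 nM protein and 100% = DMSO wells with 750 nM protein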
# Target sequence (P20393 whole entry, looked up): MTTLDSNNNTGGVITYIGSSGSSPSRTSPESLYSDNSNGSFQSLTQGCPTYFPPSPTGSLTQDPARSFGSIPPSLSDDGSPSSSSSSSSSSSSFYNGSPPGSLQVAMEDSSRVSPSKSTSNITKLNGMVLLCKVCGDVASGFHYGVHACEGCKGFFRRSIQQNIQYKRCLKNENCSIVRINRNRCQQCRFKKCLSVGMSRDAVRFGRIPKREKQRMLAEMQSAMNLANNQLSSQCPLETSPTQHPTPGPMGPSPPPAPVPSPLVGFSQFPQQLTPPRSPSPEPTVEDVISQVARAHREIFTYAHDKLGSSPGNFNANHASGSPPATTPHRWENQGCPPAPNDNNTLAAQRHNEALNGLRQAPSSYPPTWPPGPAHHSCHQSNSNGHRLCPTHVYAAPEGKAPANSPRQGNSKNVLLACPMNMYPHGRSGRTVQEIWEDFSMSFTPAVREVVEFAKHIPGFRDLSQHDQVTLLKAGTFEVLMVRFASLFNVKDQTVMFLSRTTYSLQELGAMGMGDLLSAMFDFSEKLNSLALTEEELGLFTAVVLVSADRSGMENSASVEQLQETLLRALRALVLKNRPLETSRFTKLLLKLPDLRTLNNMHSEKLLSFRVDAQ
# LEDGF integ inh: blocks HIV-1 LEDGF/p75-dependent DNA integration; inhibition, % at 3.7 µM; TR-FRET IN-LEDGF/p75 DNA integration, Eu/Cy5; AID 743269; 370,000 compounds, 0.64% hits;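 active means inhibition above the screen-wide mean plus 3 SD, cut at about 13% in these data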;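 further: signal is the Cy5 over europium emission ratio at 671 and 618 nm; 0% = plate median of compound wells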
# Starred values were filed as active, the others as inactive; . = no result given.
SMILES,ABHD4 inh,TDP2 inh,rCAG binder,TCR-CD3 inh,PRMT1 FP inh,PG9 binder,SIAE primary,HTRA1 inhibitor,Rev-erbA mod,LEDGF integ inh
CCS(=O)(=O)N1Cc2ccccc2CC1C(=O)Nc1nc2ccccc2[nH]1 (stereo not given),3,2,0,4,0,0.4,0,-69,1,0
CCN1CCN(c2ncc3c(n2)CC(c2ccc(OC)c(OC)c2)CC3=O)CC1 (stereo not given),3,-1,1,6,-1,0.5,1,-1,-2,0
COCc1cc(C)nc2sc3c(=O)n(Cc4ccco4)nnc3c12,1,-5,2,5,3,-1.5,5,-1,-11,-3
Cc1cccc(-n2cnc(C(=O)Nc3cccnc3)c2)n1,-2,6,-3,-1,0,0.8,1,4,-1,5
CC(C)CN1C(=O)c2ccc(C(=O)Nc3ccncc3)cc2C1=O,0,8,-6,-2,5,0.2,-2,-5,-6,-3
COc1ccccc1/C=C/C(=O)OCc1nc2ccccc2c(=O)[nH]1,5,-7,-3,2,0,0.0,10,5,-4,-3
Cc1cccc(C(=O)Oc2coc(CSc3nnc(NC(=O)C4CC4)s3)cc2=O)c1,5,-11,1,11,2,-2.0,-4,-1,1,0
Cc1ccc(CSc2ncnc3ccccc23)cc1,-9,0,3,2,13,0.9,-2,-15,14,-10
CCN1C(=O)N(c2ccc(C(C)=O)cc2)S(=O)(=O)c2ccccc21,2,10,0,3,-3,-2.0,3,1,7,1
O=c1oc2ccccc2cc1-c1csc(Cc2nc(-c3ccc(Cl)cc3)cs2)n1,-12,-3,13,4,6,-1.3,-11,-5,7,-3
O=C(NCc1ccco1)c1ccc2c(c1)CCO2,3,-14,1,6,1,1.7,-3,3,6,-5
O=C(Nc1ccccc1-c1nnc(SCc2ccccc2)o1)c1ccccc1,1,-6,-2,-4,1,-1.2,-2,-8,5,-2
COc1ccc2ncccc2c1Cc1c(OC)ccc2ncccc12,-20,-20,2,-3,8,-0.3,-17,-23,-13,2
CC1CCCN(CCCNS(=O)(=O)c2cc(Br)cc3c2N(C(=O)C2CC2)CC3)C1 (stereo not given),10,-11,4,1,-2,-0.4,10,-2,1,-1
CNC(=O)COC(=O)c1cc2c(s1)CCCC2,7,6,-2,3,-1,-0.6,-2,7,6,-2
Cc1nc2c3cc(F)ccc3n(CCN3CCCCC3)c2s1,-1,-14,-4,-4,9,-2.7,6,3,6,-5
CCN(Cc1ccccc1)S(=O)(=O)c1ccc2oc(C(=O)O)c(C)c2c1,-30,-10,25,0,1,-1.8,5,-4,-6,8
COCCN(Cc1ccc(OC)cc1)c1c(C)nc2ccc(C(=O)NCCc3c[nH]c4ccccc34)cn12,4,-1,1,-1,0,-0.6,9,.,8,-2
CCOC(=O)C1(Cc2ccccc2C(F)(F)F)CCN(C(=O)c2cc(C)n(C)n2)CC1,3,-1,-10,0,-1,-0.5,-1,-6,1,1
COc1cccc(-c2cc(C(=O)Nc3nc4ccccc4s3)c3ccccc3n2)c1,-4,6,17,5,4,0.3,-62,-92,-2,-1
COc1ccccc1CCNC(=O)c1cccc(NC(=O)CC2SC(N3CCCCC3)=NC2=O)c1 (stereo not given),1,8,0,1,2,-0.6,-1,-6,3,-5
OCc1cn(-c2ccccc2)nc1-c1ccco1,4,3,0,2,1,0.0,-10,-13,-3,-3
CC(C)(C)NC(=O)C(c1ccncc1)N(C(=O)Cn1nnc(-c2cccs2)n1)C1CCCCC1 (stereo not given),-5,-8,0,3,1,-1.6,-9,-12,6,0
COc1ccc(NC(=O)CN(C)S(=O)(=O)c2ccccc2)cc1,-3,-11,0,-7,2,1.0,8,-4,-3,5
COc1ccc(/C=C/c2n[nH]c(=O)c(C#N)c2C)cc1,3,2,7,2,2,0.5,-4,2,-3,-2

# As a short view, some entries already given:
SMILES,ABHD4 inh,TDP2 inh,rCAG binder,TCR-CD3 inh,PRMT1 FP inh,PG9 binder,SIAE primary,HTRA1 inhibitor,Rev-erbA mod,LEDGF integ inh
CC1CCCN(CCCNS(=O)(=O)c2cc(Br)cc3c2N(C(=O)C2CC2)CC3)C1 (stereo not given),10,-11,4,1,-2,-0.4,10,-2,1,-1
CNC(=O)COC(=O)c1cc2c(s1)CCCC2,7,6,-2,3,-1,-0.6,-2,7,6,-2
Cc1nc2c3cc(F)ccc3n(CCN3CCCCC3)c2s1,-1,-14,-4,-4,9,-2.7,6,3,6,-5
CCN(Cc1ccccc1)S(=O)(=O)c1ccc2oc(C(=O)O)c(C)c2c1,-30,-10,25,0,1,-1.8,5,-4,-6,8
COCCN(Cc1ccc(OC)cc1)c1c(C)nc2ccc(C(=O)NCCc3c[nH]c4ccccc34)cn12,4,-1,1,-1,0,-0.6,9,.,8,-2
CCOC(=O)C1(Cc2ccccc2C(F)(F)F)CCN(C(=O)c2cc(C)n(C)n2)CC1,3,-1,-10,0,-1,-0.5,-1,-6,1,1
COc1cccc(-c2cc(C(=O)Nc3nc4ccccc4s3)c3ccccc3n2)c1,-4,6,17,5,4,0.3,-62,-92,-2,-1
COc1ccccc1CCNC(=O)c1cccc(NC(=O)CC2SC(N3CCCCC3)=NC2=O)c1 (stereo not given),1,8,0,1,2,-0.6,-1,-6,3,-5
OCc1cn(-c2ccccc2)nc1-c1ccco1,4,3,0,2,1,0.0,-10,-13,-3,-3
CC(C)(C)NC(=O)C(c1ccncc1)N(C(=O)Cn1nnc(-c2cccs2)n1)C1CCCCC1 (stereo not given),-5,-8,0,3,1,-1.6,-9,-12,6,0
COc1ccc(NC(=O)CN(C)S(=O)(=O)c2ccccc2)cc1,-3,-11,0,-7,2,1.0,8,-4,-3,5
COc1ccc(/C=C/c2n[nH]c(=O)c(C#N)c2C)cc1,3,2,7,2,2,0.5,-4,2,-3,-2

# Continued:
SMILES,ABHD4 inh,TDP2 inh,rCAG binder,TCR-CD3 inh,PRMT1 FP inh,PG9 binder,SIAE primary,HTRA1 inhibitor,Rev-erbA mod,LEDGF integ inh
COc1cccc(OCCOc2ccccc2[N+](=O)[O-])c1,-4,-6,4,-1,-1,-2.1,-3,-13,0,0
COc1cccc(/C=C2/SC(=S)N(CC(=O)NC3C=CS(=O)(=O)C3)C2=O)c1 (stereo not given),-11,14,6,-14,4,-4.2,-7,-5,2,-1
CCCCOCCCNC(=O)C[C@@H]1C[C@@]2(C(=O)OCC)CCC=C2N(Cc2ccc(Cl)cc2Cl)C1=O,-11,-7,0,6,-3,-1.1,-6,.,-5,4
O=C1CN(C(=O)COC(=O)CCSc2ccccc2Cl)c2ccccc2N1,-11,4,-3,2,2,0.5,-6,-9,-2,-3
Cc1ccc(/C=N/Nc2ncc(Cl)cc2Cl)s1,11,-3,-1,0,2,-1.4,4,4,-2,0
CCC(Sc1nc2ccccc2s1)C(=O)Nc1cc(C)on1 (stereo not given),-1,7,2,-1,1,-1.0,0,-17,-1,0
O=C(O)c1cc([N+](=O)[O-])c(NCCC2=CCCCC2)c([N+](=O)[O-])c1,55*,17,32,0,1,0.0,6,-6,7,6
N#CC(C#N)=C(Nc1ccc(F)cc1)SCc1cccc(Br)c1,-15,5,47*,-7,-1,2.3,-1,-12,0,-1
CC(NC(=S)Nc1ccc(Cl)cc1Cl)C(c1cccs1)N1CCCC1 (stereo not given),-3,-2,-5,7,2,-4.8,4,-9,2,2
S=c1[nH]nc(Cc2n[nH]c(=S)n2-c2ccccc2)n1-c1ccccc1,0,0,4,0,4,-2.2,7,4,-4,-6
CN(C(=O)COC(=O)c1cn(-c2ccccc2)nc1-c1ccccc1)C1CCS(=O)(=O)C1 (stereo not given),-2,-12,2,-6,3,1.1,3,-1,6,3
O=C(C1CCCCC1)N1C[C@@H](O)[C@H](n2cc(C3CC3)nn2)C[C@@H]1c1ccccc1,-4,11,1,-8,5,0.2,2,1,0,4
CC(C)CN(C(=O)CCc1ccccc1)c1c(N)n(CC(C)C)c(=O)[nH]c1=O,-3,-11,-3,-6,1,-0.3,-3,-1,-4,-3
COc1ccc(CCNC(=O)CC(NC(=O)c2ccccc2Cl)c2ccccc2)cc1 (stereo not given),-2,-17,0,-1,-3,-1.6,-7,2,-1,7
O=C(c1ccc(N2CCN(C(=O)c3ccc(F)c(F)c3)CC2)cc1)c1cccc(F)c1,-7,-22,3,-2,-5,0.5,-7,-3,5,1
CCCCNC(=O)C1(C)CCN1C(=O)c1oc2ccccc2c1C (stereo not given),1,-7,-1,-6,-4,-1.1,4,.,-2,3
COc1ccc2c(c1)CCc1c(C(=O)N3CCc4ccccc4C3)noc1-2,-7,-9,-2,-6,2,-1.7,-6,-41,5,-1
CCCCn1nc2cc(C(=O)NCCc3cccs3)ccc2c1OCC,-5,7,-8,10,-5,0.9,4,-9,-2,2
COc1ccc(N2C(=O)CCC(C(=O)N3CCN(c4ccccn4)CC3)C2c2ccc(F)cc2)cc1 (stereo not given),-5,2,-7,1,-2,0.1,4,-10,-6,5
O=C(Nc1nnc([C@@H]2C[C@H](O)[C@@H](CO)O2)s1)Nc1ccccc1C(F)(F)F,1,4,2,4,-1,-0.3,4,.,-8,0
Cc1cccc(/C(N)=N/OC(=O)CCC2CCCCC2)c1,7,2,-2,0,-3,1.7,0,-2,-2,-1
CC(Sc1ccc(Cl)cc1)C(=O)NCC1CCCO1 (stereo not given),3,9,-3,-4,2,2.0,8,-1,-2,1
CC(C)CN(CCNC(=O)CN1C(=O)CSc2ccc(S(=O)(=O)N3CCOCC3)cc21)CC(C)C,0,8,-6,6,-5,1.3,4,4,4,0
O=C(O)COc1c(-c2ccco2)oc2ccccc2c1=O,-4,-1,4,11,7,-2.3,4,1,0,5
Cc1ccc(S(=O)(=O)N2CCN(C(=O)c3ccc(N4CCC(C)CC4)c([N+](=O)[O-])c3)CC2)cc1,5,0,6,0,-1,1.8,-5,-9,1,3
O=C(CCCN1C(=O)/C(=C/c2cccs2)SC1=S)NNC(=O)c1cccnc1,1,6,13,-7,-1,-3.1,10,-11,-2,0
C#CCOCCOCCOCCNc1nc(N2CCN(C(=O)Cn3cc(CCCN=C(N)N)nn3)CC2)nc(N2CCN(C(=O)[C@H]([C@@H](C)CC)n3cc(CCCCN)nn3)CC2)n1,-2,-9,4,-2,0,0.5,1,-1,-3,1
O=C(O)Cn1nnc(COc2ccccc2)n1,3,13,1,3,-2,-0.1,3,7,3,0
Cc1c(C(=O)Nc2cccc([N+](=O)[O-])c2)cnn1-c1ccccc1,7,1,2,3,4,-2.0,-1,-5,2,4

# An excerpt. The share of hits here may be higher or lower than overall.
